Screens (PubChem)
TROY signal inh: inhibitors of TROY-driven NF-kB signaling, primary screen, Q293 LMP1-TROYcd cells, NF-kB luciferase, uHTS. Q293 LMP1-TROYcd NF-kB luciferase reporter, 4 h. inhibition, % at 10 µM. 0.98% of 360,000 active. AID 1347056, 2019;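 active means compounds whose plate-normalised and pattern-corrected inhibition of the luciferase reporter signal at the single screening dose is 50% or more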
NCOA1 inh: SRC1 coactivator transcriptional activity inhibitors, primary screen, cell-based, luminescence; Nuclear receptor coactivator 1 (Homo sapiens), Q15788; HEK293 GAL4-SRC1 luciferase reporter; inhibition, % at 3.6 µM; 0.12% of 360,000 active;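 active means inhibition above the campaign mean plus 3 SD, with each screening campaign given its own cutoff, cut at about 60% in these data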;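 further: 0% = DMSO treated cells and 100% = gossypol at 36 µM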
TWEAK-Fn14 inh: inhibitors of TWEAK-Fn14 signaling, primary screen, luciferase reporter cells, uHTS | TWEAK-stimulated Fn14 reporter cells, luciferase luminescence, 8 h | inhibition, % at 10 µM | 2% of 360,000 active | AID 1159606, 2016; in the data active means inhibition above about 50%
LMP1 NFkB inh: EBV LMP1-driven NF-kappaB luciferase reporter inhibitors, primary screen, cell-based, luminescence, single point | AID 504558, 2011 | inhibition, % at 12.5 µM | LMP1-induced NF-kappaB luciferase reporter cells | 0.69% of 350,000 active; in the data active means inhibition above about 41%;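 further: 0% = neutral control wells and 100% = reference inhibitor control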
TRAIL sens C8: viability loss with TRAIL in NB7+C8 cells, primary screen, TRAIL sensitizer project, cell-based, ATPlite luminescence | inhibition (viability loss, TRAIL sensitization), % at 10 µM | 1% of 360,000 active | AID 624354, 2012;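 active means compounds causing at least 50% loss of cell viability in the single-dose screen, relative to plate controls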
NCOA3 inh: SRC3 coactivator transcriptional activity inhibitors, primary screen, cell-based, luminescence; Nuclear receptor coactivator 3 (Homo sapiens), Q9Y6Q9; HEK293 GAL4-SRC3 luciferase reporter; inhibition, % at 3.6 µM; 0.17% of 360,000 active; AID 588352, 2011;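 active means inhibition above a per-campaign cutoff, the mean of all compounds plus 3 SD, cut at about 60% in these data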;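 further: 0% = DMSO-treated cells and 100% = gossypol-treated cells at 36 µM; higher means less SRC3-driven luciferase light from the GAL4 reporter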
LRH-1 inv ag: LRH-1 (NR5A2) inverse agonists, primary screen, cell-based, luminescence, HEK293T, StAR-luciferase reporter; 0.13% of 360,000 active; LRH-1 transfected, 24 h; Nuclear receptor subfamily 5 group A member 2 (Homo sapiens), O00482; inhibition, % at 3.6 µM;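 active means inhibition above the mean inhibition of all tested compounds plus 3 SD, cut at about 73% in these data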;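 further: 0% = DMSO wells and 100% = reporter-only cells lacking LRH-1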
NCOA2 inhibitor: inhibition of GAL4-SRC2 driven luciferase reporter, primary screen, SRC2 inhibitor project, cell-based, luminescence; HEK293 GAL4-SRC2 luciferase reporter; 0.17% of 370,000 active; inhibition, % at 9 µM; AID 651957, 2012; Nuclear receptor coactivator 2 (Homo sapiens), Q15596;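 active means inhibition above the mean inhibition of all tested compounds plus 3 SD, set per campaign, cut at about 52% in these data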;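 further: 0% = DMSO treated cells and 100% = cells given Gossypol at 36 µM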
NOD2 RIPK2 PPI: NOD2-RIPK2 binding disruptors in cells, primary screen, fluorescence, CHO cells, BLA complementation; CCF4 ratio; inhibition, % at 4.98 µM; 0.38% of 360,000 active; Receptor-interacting serine/threonine-protein kinase 2 (Homo sapiens), O43353; in the data active means inhibition above about 21%;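 further: 0% = vehicle only and 100% = reference blocker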
NR2F2 inh: NR2F2 transcriptional activity inhibitors, primary screen, cell-based, luciferase reporter, HEK293T, luminescence; COUP transcription factor 2 (Homo sapiens), P24468; HEK293T NGFI-A luciferase reporter; inhibition, % at 8.6 µM; 0.7% of 370,000 active;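 active means inhibition above a per-plate cutoff, mean inhibition of test wells between control levels plus 3 SD, cut at about 38% in these data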;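 further: cells cotransfected with COUP-TFII expression vector driving the NGFI-A reporter; 0% = median of COUP-TF2 test wells and 100% = reporter-only cells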
TLR9-MyD88 block: inhibitors of TLR9-MyD88 association in cells, primary screen, cell-based, CHO, BLA complementation, fluorescence; Toll-like receptor 9 (Homo sapiens) + Myeloid differentiation primary response protein …; CCF4 FRET ratio; inhibition, % at 4.98 µM; 0.21% of 340,000 active; AID 504734, 2011;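 active means inhibition above the mean over all tested compounds plus 3 SD, cut at about 21% in these data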;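 further: 0% = DMSO only wells and 100% = clavulanate BLA inhibitor control wells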
Target sequence (Q99836 whole entry, looked up): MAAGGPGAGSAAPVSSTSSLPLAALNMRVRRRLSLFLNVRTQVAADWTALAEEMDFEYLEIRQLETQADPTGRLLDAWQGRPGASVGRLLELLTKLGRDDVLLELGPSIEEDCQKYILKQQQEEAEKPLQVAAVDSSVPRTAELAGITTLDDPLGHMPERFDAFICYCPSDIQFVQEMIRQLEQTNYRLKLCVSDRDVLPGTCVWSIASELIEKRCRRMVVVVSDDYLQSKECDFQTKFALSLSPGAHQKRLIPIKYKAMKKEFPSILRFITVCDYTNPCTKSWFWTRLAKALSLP
Target sequence (Q9NR96 whole entry, looked up): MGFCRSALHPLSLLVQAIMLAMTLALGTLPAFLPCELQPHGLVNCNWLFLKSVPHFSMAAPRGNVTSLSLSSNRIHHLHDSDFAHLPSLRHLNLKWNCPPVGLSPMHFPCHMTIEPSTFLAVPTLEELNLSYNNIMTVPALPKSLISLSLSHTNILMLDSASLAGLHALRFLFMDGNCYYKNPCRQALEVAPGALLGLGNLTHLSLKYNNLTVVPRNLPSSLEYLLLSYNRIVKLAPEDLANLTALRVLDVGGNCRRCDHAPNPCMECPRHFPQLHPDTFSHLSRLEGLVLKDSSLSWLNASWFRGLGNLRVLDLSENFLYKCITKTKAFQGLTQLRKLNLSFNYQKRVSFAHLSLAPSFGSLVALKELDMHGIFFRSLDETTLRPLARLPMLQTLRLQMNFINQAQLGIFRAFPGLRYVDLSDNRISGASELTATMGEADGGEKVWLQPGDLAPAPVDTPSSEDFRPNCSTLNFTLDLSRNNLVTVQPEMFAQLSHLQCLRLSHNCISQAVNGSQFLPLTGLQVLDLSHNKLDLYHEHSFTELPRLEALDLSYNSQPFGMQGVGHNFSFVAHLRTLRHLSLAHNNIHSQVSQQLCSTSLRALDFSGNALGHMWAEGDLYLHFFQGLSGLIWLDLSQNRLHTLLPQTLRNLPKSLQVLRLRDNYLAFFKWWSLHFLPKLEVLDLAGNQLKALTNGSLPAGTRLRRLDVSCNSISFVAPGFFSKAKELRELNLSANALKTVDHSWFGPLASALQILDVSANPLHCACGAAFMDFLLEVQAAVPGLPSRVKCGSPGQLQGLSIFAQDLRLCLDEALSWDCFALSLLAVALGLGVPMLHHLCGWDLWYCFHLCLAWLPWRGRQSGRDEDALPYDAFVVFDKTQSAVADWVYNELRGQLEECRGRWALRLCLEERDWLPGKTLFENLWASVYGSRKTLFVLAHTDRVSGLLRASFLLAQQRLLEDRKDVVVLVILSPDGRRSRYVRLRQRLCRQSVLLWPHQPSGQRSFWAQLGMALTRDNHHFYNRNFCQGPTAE
Active calls of the source: *; / = not tested or not shown. Not all compounds are listed; the hit share may differ from the screen's.

SMILES	TROY signal inh	NCOA1 inh	TWEAK-Fn14 inh	LMP1 NFkB inh	TRAIL sens C8	NCOA3 inh	LRH-1 inv ag	NCOA2 inhibitor	NOD2 RIPK2 PPI	NR2F2 inh	TLR9-MyD88 block
CC(=O)c1cccc(NC(=O)C(OC(=O)c2cccs2)c2ccccc2)c1 (stereo not drawn)	-8	-19	8	-12	2	7	-7	4	-8	20	4
CCc1cc(C(=O)Nc2cc(S(=O)(=O)N(CC)CC)ccc2N2CCN(C)CC2)sc1C	-9	-5	-9	6	-11	10	-9	9	-1	-10	-5
CC(C)Oc1ccc(C(=O)NCCCNC(=O)c2ccccn2)cc1	16	9	2	-7	3	8	-4	-14	-5	-11	5
C1CCN(Cc2nnnn2CC2CCCO2)CC1 (stereo not drawn)	-14	-8	-3	1	-5	7	-11	-58	-4	-6	0
COc1cc(NC(=O)COc2ccc(Cl)cc2)ccc1NC(=O)C(C)C	1	-20	-7	4	-21	7	-7	/	-9	/	0
CN(C(=O)COC(=O)CCCN1C(=O)c2cccc3cccc(c23)C1=O)C1CCS(=O)(=O)C1 (stereo not drawn)	-9	-3	-5	0	-6	9	1	-32	3	15	1
Cc1cnc(NC(=O)C2CCC(C(C)(C)C)CC2)s1 (stereo not drawn)	-60	-21	-28	-15	19	-54	-19	-17	-12	13	-1
CCCc1nnc2c(N(C)S(=O)(=O)c3ccc(C)cc3)nc3ccccc3n12	-2	-35	15	0	-12	9	1	-3	2	5	-8
Cc1nnc(SCC(=O)N2CCOCC2)c2ccccc12	-1	-2	-8	21	-8	6	7	-4	-4	-6	-2
CN1C(=O)/C(=C\c2ccncc2)SC1=Nc1ccccc1	11	3	10	5	-15	9	32	8	1	-2	0
Cc1ccc(N=Cc2cc(Cc3ccccc3Cl)cc([N+](=O)[O-])c2O)c(O)c1	46	-14	16	2	-2	-7	9	/	-1	/	1
O=C(O)C1CCN(C(=O)c2ccccc2Cl)CC1	-4	13	9	-18	10	21	6	2	-5	-7	2
CCOc1ncccc1C(=O)Nc1cccc(-c2nnc3n2CCCCC3)c1	-9	-17	-25	3	-16	18	16	-11	0	-6	0
CC1CCN(c2cc(N(C)CCO)c([N+](=O)[O-])c3nonc23)CC1	-17	-5	-5	26	-3	8	10	3	-5	0	7
CCc1cccc(C)c1NC(=O)COC(=O)CNS(=O)(=O)/C=C/c1ccccc1	-5	-9	8	-4	-4	6	6	-7	-9	15	-6
CCc1ccc(NC(=O)CN2C(=O)CC(C)S(=O)(=O)c3ccccc32)cc1 (stereo not drawn)	-22	-5	0	-3	-6	8	-15	5	-9	14	5
Cc1ccc(S(=O)(=O)NC(=O)Nc2nccs2)cc1	26	7	-4	5	2	-8	14	4	-3	15	-7
COCCCNC(=O)CC(NS(=O)(=O)c1ccc(OC)cc1)c1ccc(OC)cc1 (stereo not drawn)	10	-1	-2	3	-4	-38	-11	7	-7	-4	-1
O=C(NNC(=S)NC(=O)c1ccccc1[N+](=O)[O-])c1ccccc1[N+](=O)[O-]	6	-11	-7	6	-17	5	-20	-32	1	-6	11
O=C1Nc2c(c(=O)[nH]c(=O)n2-c2ccccc2F)C(C(F)(F)F)(C(F)(F)F)N1	-1	-13	-7	-3	11	13	10	-27	-11	-21	1
N/C(=N\OC(=O)c1cc(Br)ccc1Cl)c1cccnc1	-24	-8	-11	-21	3	-28	4	-6	1	-9	-3
CC(C)(C)OC(=O)N1CCN(c2ccc(NC(=O)Cn3nnc(-c4ccccc4)n3)cc2)CC1	2	-27	4	-17	-1	-18	14	-1	8	21	-1
COc1ccc(-c2nnc(Nc3nc4c(OC)cccc4s3)o2)c(OC)c1	-2	-21	-11	26	17	-23	-12	-28	8	12	8
CN(C)CCCn1c2c(c(SCC(=O)Nc3ccc4c(c3)OCO4)nc1=O)CCCC2	-30	-6	-6	-4	-4	6	-6	-24	4	8	6
COc1ccc(Cc2c(-c3cccc(Br)c3)nc3cc(C)c(Br)c(C)n23)c(C)c1	-7	/	11	/	4	/	38	-5	-7	-52	/
COC(=O)c1ccc(NC(=O)COC(=O)C2=NN(c3ccccc3)C(=O)CC2)cc1	-16	-30	13	0	-8	11	-5	-31	-5	-13	-13
CCNC(=S)Nc1ccc2c(c1)oc1ccccc12	-49	-63	-24	-22	-4	-22	-116	-63	-5	-22	1
OC1(C2(O)CC(c3ccccc3)ON2)CCCCC1 (stereo not drawn)	-20	16	5	-2	3	5	-1	8	-4	14	-2
CC(C)N(C(=O)[C@H]1CC(CC(=O)NCCC2=CCCCC2)C(=O)N2CCc3c([nH]c4ccccc34)[C@]12C)C(C)C (stereo partly drawn)	16	4	25	-1	-2	2	-11	16	-20	7	-3
Cc1c(Cl)cccc1NC(=O)CSc1nc(=O)n(CCCN2CCOCC2)c2c1CCC2	10	-7	-4	-15	9	16	1	21	4	-16	1
O=C(Nc1cccc(C(=O)N2CCCCC2)c1)c1ccccc1Br	-11	-13	12	4	-18	22	4	-33	0	-16	-15
O=C(/C=C\c1ccco1)Nc1cc([N+](=O)[O-])ccc1F	4	-15	13	7	-31	10	12	19	7	-84	-1
Cc1cc(OCC(=O)Nc2nnc(C3CC3)s2)ccc1C(C)C	-5	-7	-1	1	4	4	-12	-12	-1	-2	-2
Cc1ccc(NC(=O)c2ccc(S(=O)(=O)NCc3ccco3)cc2)nc1	-14	-81	-6	-27	14	-50	-5	-9	3	-23	-7
Cc1ccc(-c2c[n+](CC(=O)OCc3ccccc3)c3n2CCC3)cc1	2	-4	0	11	-11	-1	26	-27	2	-5	9
CC(C)CNC(=O)/C=C/C(=O)O	-13	5	9	6	1	2	-5	-15	-11	2	-10
Cc1cc(C)cc(N2C(=O)c3nccnc3C2=O)c1	12	0	9	7	-15	9	-2	-11	4	-7	-13
Cc1ccc(OCCNC(=O)C2CC(=O)N(c3ccc(C)cc3)C2)cc1 (stereo not drawn)	7	9	1	-9	-4	10	5	-7	-6	-1	-3
COc1ccc(OCC(=O)NC2CC(C)(C)NC(C)(C)C2)cc1	63*	6	65*	6	-4	16	-7	-23	3	13	-3
O=[N+]([O-])c1ccc(COc2ccc(CN3CCOCC3)cc2)cc1	30	-78	23	-14	18	-141	-94	-19	-22	-30	-11
O=S(=O)(Nc1cc(F)ccc1F)c1cccc2nonc12	-9	-4	1	-1	-1	-3	-21	6	0	-9	0
COc1ccc(CC(=O)NC(C)c2ccc(Cl)c(Cl)c2)cc1S(=O)(=O)N1CCOCC1 (stereo not drawn)	-39	9	10	-2	6	8	14	9	-15	20	-10
CN(Cc1ccccc1)C(=O)c1ccc(NC(=O)Cc2ccc(NC(=O)C3CCCN(S(=O)(=O)c4cccc([N+](=O)[O-])c4)C3)cc2)cc1 (stereo not drawn)	-13	-1	16	5	9	5	-25	-3	-8	-7	5
Cc1cc(C)nc(-n2nc(C)c(Sc3ccc(F)cc3)c2N)n1	-68	-81	-46	-19	5	-63	-127	-33	3	-40	-2
Cc1cccc(OCCCC(=O)NNC(=O)c2ccc(F)cc2)c1	-5	-74	-1	-6	5	-11	10	-25	1	7	-7
O=C(NNC(=O)C1CCC1)c1ccccc1	-6	-9	2	4	-22	7	-3	-7	-6	-28	-8
COc1ccc(-c2cncc3nccn23)cc1OC	-8	1	3	/	5	-18	23	4	-4	-4	/
CCc1nnc(NC(=O)c2cccc(S(=O)(=O)N(C)c3ccc(OC)cc3)c2)s1	6	1	12	-5	-3	-1	1	2	-6	-5	-16
Cc1ccccc1C(=O)N1CCC(C(=O)Nc2cc(C(F)(F)F)ccc2N2CCCC2)CC1	-2	0	3	-18	11	3	-10	0	2	-5	8
C=CCNC(=S)N(Cc1ccccc1)Cc1ccc(F)cc1	17	-2	1	1	7	15	-6	2	-4	12	-2
CN(C)CCCN(Cc1cc2cc3c(cc2[nH]c1=O)OCO3)C(=S)Nc1ccccc1	16	-5	-10	-15	-13	3	-14	-29	-2	8	-6
CCCCn1c(N)c(N(CCC(C)C)C(=O)COC(=O)c2ccccc2)c(=O)[nH]c1=O	21	8	13	7	6	3	-2	-12	-4	-13	3
CC(=O)N1CCN(C(=S)NC(=O)c2c(-c3ccccc3Cl)noc2C)CC1	4	4	-6	4	4	8	5	12	0	-18	-11
COc1ccc(CN(C)CC(=O)Nc2ccccc2C(F)(F)F)c(OC)c1	3	0	-10	-4	0	-2	-10	16	-1	4	17
O=C(CSc1nnc(COc2cccc3ccccc23)o1)N1CCN(C(=O)c2ccco2)CC1	19	10	2	12	-2	2	1	6	-1	11	3
CCSc1nnc(N(CCC#N)CCC#N)s1	-12	7	-4	0	-2	18	11	-25	3	7	7
CCOc1ccc(Nc2cc(C)nc(-n3nc(C)cc3C)n2)cc1	19	17	-16	10	-27	47	43	38	10	-28	-1
CCOC(=O)c1[nH]c2c(c1C)C(=O)CC(c1ccc(F)cc1)C2 (stereo not drawn)	16	-1	-21	13	27	16	8	-33	-8	0	0
COc1cc(OC)cc(C(=O)OCCCOC(=O)c2cc(OC)cc(OC)c2)c1	-7	2	-9	-7	3	12	12	12	4	-10	-3
CC1(c2nnc(-c3ccncc3)o2)CC(c2ccccc2)=NO1 (stereo not drawn)	-13	7	14	-21	-5	-11	-21	-17	-5	3	-4

Additional compounds
SMILES	TROY signal inh	NCOA1 inh	TWEAK-Fn14 inh	LMP1 NFkB inh	TRAIL sens C8	NCOA3 inh	LRH-1 inv ag	NCOA2 inhibitor	NOD2 RIPK2 PPI	NR2F2 inh	TLR9-MyD88 block
NC(=O)C1CCN(C(=O)C(=O)c2cn(CC(=O)N3CCCCCC3)c3ccccc23)CC1	12	2	0	-3	-5	-1	10	-19	-12	12	-2
COCC(C)OC(=O)/C(C#N)=C\c1coc2ccc(C)cc2c1=O (stereo not drawn)	2	-7	-13	-4	11	19	-14	-18	-2	8	10
COC(=O)c1ccc(NC(=O)c2snnc2-c2ccccc2)cc1	3	-3	-47	-1	1	10	-5	0	6	7	6
CS(=O)(=O)N1CCC2CC1c1cc(-c3ccccc3)ccc12 (stereo not drawn)	-14	-25	-6	5	10	2	11	0	0	-5	-5

Shown in CSV form: entries from further up.
SMILES,TROY signal inh,NCOA1 inh,TWEAK-Fn14 inh,LMP1 NFkB inh,TRAIL sens C8,NCOA3 inh,LRH-1 inv ag,NCOA2 inhibitor,NOD2 RIPK2 PPI,NR2F2 inh,TLR9-MyD88 block
COCC(C)OC(=O)/C(C#N)=C\c1coc2ccc(C)cc2c1=O (stereo not drawn),2,-7,-13,-4,11,19,-14,-18,-2,8,10
CS(=O)(=O)N1CCC2CC1c1cc(-c3ccccc3)ccc12 (stereo not drawn),-14,-25,-6,5,10,2,11,0,0,-5,-5
